FN deposition inh = fibronectin deposition inhibition | AID 743247 | AH1F fibroblasts, Alexa488-fibronectin deposition fluorescence, overnight | 0.086% of 350,000 active | inhibition, % at 12.6 µM;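 active means mean inhibition across replicates of 30% or more, regardless of how many single replicates reach that level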;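 further: positive control wells lacked labelled fibronectin entirely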
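Test system: AH1F fibroblast monolayer depositing Alexa488-labelled fibronectin into matrix. Input: 10000 cells per well. Technique: fluorescence, ex 485 nm, em 525 nm. Buffer or medium: DMEM plus 2% serum, read in PBS. Timing: 1 h cell adhesion before compound, then overnight fibronectin incubation. Compound: single dose, pinned. Read-out basis: inhibition from reduced deposited-fibronectin fluorescence.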
esBAF inh = inhibitors of esBAF chromatin remodeling in mouse ES cells | Bmi1-luciferase knock-in reporter, 24 h; 100% = twice the neutral-well signal | reporter increase, % at 12.5 µM | 2% of 350,000 active; in the data active means activation above about 40%;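 further: 0% = median of the plate's neutral control wells and 100% = double that signal; a rise in the Bmi1 reporter signal indicates esBAF inhibition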
C2C12 statin = protects C2C12 myotubes from simvastatin toxicity; ATP luminescence, 48 h; scaled: DMSO 0, geranylgeraniol control 100; rescue of ATP level, % at 7.49 µM; 0.78% of 330,000 active; AID 602340;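 active means mean ATP rescue above about 67%, or every replicate alone reaching that limit, limit read from the data, passing the limit was not always enough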;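 further: myotubes were challenged with 10 µM simvastatin during compound exposure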
LGR2 antag = Drosophila LGR2 receptor signaling inhibition; HEK293 LGR2, CRE-luciferase, bursicon-stimulated, 4 h; inhibition, % at 9.99 µM; 0.35% of 380,000 active; AID 720647;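 active means drop in luminescence signal, shown as inhibition above about 50% in the replicate tests, limit read from the data, passing the limit was not always enough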;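 further: agonist challenge used bursicon conditioned medium at about half maximal strength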
S100A4 inh HTS = S100A4-myosin IIA interaction inhibition. S100A4/TAMRA-MyoIIA peptide fluorescence polarization. inhibition, % at 10.7 µM. 0.14% of 360,000 active. P26447;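 active means mean inhibition of at least 70% across replicates, with every replicate also reaching that level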
Target sequence (P26447 whole entry, looked up): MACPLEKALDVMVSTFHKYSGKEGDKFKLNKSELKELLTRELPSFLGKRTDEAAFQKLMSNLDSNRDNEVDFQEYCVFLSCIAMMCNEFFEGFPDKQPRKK
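Material: human S100A4 monomer with TAMRA-labelled myosin IIA peptide; buffer or medium: HEPES pH 7.2 with CaCl2, KCl, NaCl, DTT, Triton; compound dosing: one concentration per compound; schedule: 5 min incubation before reading; benchmarks: neutral control DMSO, positive control TFP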
SIRT5 inh = sirtuin-5 (human) deacylase inhibition; Q9NXA8; inhibition, % at 15 µM; Purified SirT5, succinyl-peptide AMC, trypsin-coupled fluorescence; 1.1% of 330,000 active; AID 652115; in the data active means inhibition above about 15%
Target sequence (Q9NXA8 whole entry, looked up): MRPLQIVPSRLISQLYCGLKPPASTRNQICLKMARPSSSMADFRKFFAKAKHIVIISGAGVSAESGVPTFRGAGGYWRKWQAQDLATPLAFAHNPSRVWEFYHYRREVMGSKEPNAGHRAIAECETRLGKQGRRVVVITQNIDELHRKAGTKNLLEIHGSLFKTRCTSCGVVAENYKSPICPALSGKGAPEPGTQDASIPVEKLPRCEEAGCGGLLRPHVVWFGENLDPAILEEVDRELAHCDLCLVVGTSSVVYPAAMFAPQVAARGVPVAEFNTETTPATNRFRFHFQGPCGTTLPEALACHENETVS
CASP6 VEID inh = blocks human caspase-6 cleavage activity | P55212 | purified caspase-6, Z-VEID-R110 cleavage fluorescence | inhibition, % at 12.5 µM | 0.53% of 350,000 active;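 active means mean inhibition across replicates at least about 35%, with every replicate also reaching that limit, limit read from the data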;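 further: 0% = median of neutral control wells and 100% = no fluorescence left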
Target sequence (P55212 24-179 limits assumed): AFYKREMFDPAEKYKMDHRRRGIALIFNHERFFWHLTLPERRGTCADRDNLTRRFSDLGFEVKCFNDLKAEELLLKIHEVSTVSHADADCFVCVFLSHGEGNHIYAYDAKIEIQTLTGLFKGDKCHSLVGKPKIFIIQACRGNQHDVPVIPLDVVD
Target sequence (P55212 194-293 limits assumed): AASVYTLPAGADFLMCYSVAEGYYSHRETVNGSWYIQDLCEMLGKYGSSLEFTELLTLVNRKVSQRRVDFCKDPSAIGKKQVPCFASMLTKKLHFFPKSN
Numbers without * were called inactive. This is a subset. The share of hits here may be higher or lower than overall.

For COCCCNC(=O)CCn1nc(-c2ccc(Cl)cc2)ccc1=O the results were FN deposition inh 6, esBAF inh -8, C2C12 statin -12, LGR2 antag -13, S100A4 inh HTS -31, SIRT5 inh -3 and CASP6 VEID inh 2.
`Cc1cc(C(=O)Nc2ccc(Br)cc2)cs1` gave FN deposition inh -3, LGR2 antag -81, S100A4 inh HTS -1, SIRT5 inh -1 and CASP6 VEID inh -2.
For C[C@H]1CN([C@@H](C)CO)C(=O)c2cc(C#CC3CCCC3)cnc2O[C@@H]1CN(C)C(=O)C1CC1 the results were FN deposition inh -8, esBAF inh 0, C2C12 statin 16, LGR2 antag -20, S100A4 inh HTS 2, SIRT5 inh 3 and CASP6 VEID inh 0.
For OC(CNCc1ccncc1)c1ccccc1 (stereo not given) the results were FN deposition inh -2, esBAF inh -2, C2C12 statin 12, LGR2 antag 1, S100A4 inh HTS 0, SIRT5 inh 1 and CASP6 VEID inh -6.
Screening Cn1nc(C(=O)NCc2ccco2)c2ccccc2c1=O returned FN deposition inh 2, LGR2 antag -9, S100A4 inh HTS -4, SIRT5 inh 3 and CASP6 VEID inh 0.
O=C(Nc1ccc(F)cc1)N[C@H]1CC[C@H](CCNC(=O)c2cc(Cl)cc(Cl)c2)O[C@H]1CO was read as esBAF inh -5, C2C12 statin -5, LGR2 antag -4, S100A4 inh HTS 13, SIRT5 inh -4 and CASP6 VEID inh 3.
CC1=C(C(=O)N2CCCCCC2)CC(CC(=O)NCc2cccc3ccccc23)C(=O)N1CCC1=CCCCC1 (stereo not given) was read as FN deposition inh 5, LGR2 antag 15, S100A4 inh HTS -2 and CASP6 VEID inh -4.
For CN(C)C(=O)c1ccc(-c2ccc([C@H]3[C@@H](CO)N4CCCCN(C(=O)C5CCCC5)C[C@H]34)cc2)cc1 the results were S100A4 inh HTS 7, SIRT5 inh -1 and CASP6 VEID inh 2.
Screening CN1/C(=C\C(=O)C[n+]2ccc(C(=O)c3ccccc3)cc2)C(C)(C)c2ccccc21 returned LGR2 antag 3, S100A4 inh HTS -7, SIRT5 inh 2 and CASP6 VEID inh -9.
`Cc1ccc(-c2ccc([C@H]3[C@@H](CO)N4C(=O)CN(S(=O)(=O)c5cccc(F)c5)C[C@@H]34)cc2)cc1` gave LGR2 antag -8, S100A4 inh HTS 31, SIRT5 inh 7 and CASP6 VEID inh -2.
Screening C[C@@H]1CCCCO[C@H](CN(C)Cc2ccncc2)[C@H](C)CN([C@H](C)CO)C(=O)c2cc(NS(=O)(=O)c3cccs3)ccc2O1 returned esBAF inh -6, LGR2 antag -5, S100A4 inh HTS 3, SIRT5 inh 9 and CASP6 VEID inh -1.
For Cc1ccc(NC(=O)COc2nsnc2N2CCOCC2)cc1Cl the results were FN deposition inh 0, esBAF inh 3, C2C12 statin 4, LGR2 antag -29, S100A4 inh HTS 0, SIRT5 inh -1 and CASP6 VEID inh 5.

2 entries picked at random from the list so far:
For COCCCNC(=O)CCn1nc(-c2ccc(Cl)cc2)ccc1=O the results were FN deposition inh 6, esBAF inh -8, C2C12 statin -12, LGR2 antag -13, S100A4 inh HTS -31, SIRT5 inh -3 and CASP6 VEID inh 2.
For CN(C)C(=O)c1ccc(-c2ccc([C@H]3[C@@H](CO)N4CCCCN(C(=O)C5CCCC5)C[C@H]34)cc2)cc1 the results were S100A4 inh HTS 7, SIRT5 inh -1 and CASP6 VEID inh 2.

The listing picks up with the 2 entries that preceded the break.
Screening C[C@@H]1CCCCO[C@H](CN(C)Cc2ccncc2)[C@H](C)CN([C@H](C)CO)C(=O)c2cc(NS(=O)(=O)c3cccs3)ccc2O1 returned esBAF inh -6, LGR2 antag -5, S100A4 inh HTS 3, SIRT5 inh 9 and CASP6 VEID inh -1.
For Cc1ccc(NC(=O)COc2nsnc2N2CCOCC2)cc1Cl the results were FN deposition inh 0, esBAF inh 3, C2C12 statin 4, LGR2 antag -29, S100A4 inh HTS 0, SIRT5 inh -1 and CASP6 VEID inh 5.
`COc1ccc(NC(=O)NNC(=O)c2cc3occc3n2C)c(OC)c1` gave FN deposition inh 5, esBAF inh 1, C2C12 statin -23, LGR2 antag -10, S100A4 inh HTS 0, SIRT5 inh 3 and CASP6 VEID inh 1.
For C[C@H](CO)N1C[C@H](C)[C@H](CN(C)CC2CCCCC2)Oc2cc(C3=CCCC3)ccc2S1(=O)=O the results were esBAF inh -7, C2C12 statin 4, LGR2 antag 5, S100A4 inh HTS -4, SIRT5 inh 1 and CASP6 VEID inh 3.
Screening CCNc1nc(NCC)nc(NS(=O)(=O)c2ccc(N)cc2)n1 returned FN deposition inh 1, esBAF inh -2, C2C12 statin 7, LGR2 antag 9, S100A4 inh HTS -4, SIRT5 inh -2 and CASP6 VEID inh -1.
COc1cccc(-c2ccc3c(c2)O[C@@H](CN(C)CC2CC2)[C@@H](C)CN([C@H](C)CO)S3(=O)=O)c1 was read as FN deposition inh -6, esBAF inh -9, C2C12 statin -8, LGR2 antag 11, S100A4 inh HTS 14, SIRT5 inh -2 and CASP6 VEID inh 1.
For Cc1[nH]nc2c1C(c1cccc(C(F)(F)F)c1)N(Cc1ccccc1)C2=O (stereo not given) the results were FN deposition inh 4, LGR2 antag -9, S100A4 inh HTS -3, SIRT5 inh 3 and CASP6 VEID inh -2.
Screening O=C(O)CC(NC(=S)NCc1ccccc1)C(=O)O (stereo not given) returned esBAF inh -3, LGR2 antag 7, S100A4 inh HTS -4, SIRT5 inh 0 and CASP6 VEID inh 2.
Screening Cc1cccc(C)c1NC(=O)C(c1ccccc1OC(F)(F)F)N1CCN(C/C=C/c2ccccc2)CC1 (stereo not given) returned FN deposition inh -13, esBAF inh 9, C2C12 statin 6, LGR2 antag 18, S100A4 inh HTS -1, SIRT5 inh -2 and CASP6 VEID inh -1.
Screening C[C@H](CO)N1C[C@H](C)[C@H](CN(C)S(=O)(=O)c2ccccc2)Oc2ccc(NS(=O)(=O)c3cn(C)cn3)cc2C1=O returned esBAF inh 1, LGR2 antag 11, S100A4 inh HTS 5, SIRT5 inh 1 and CASP6 VEID inh -1.
For COc1cccc(-c2cc(C(=O)Nc3cnn(Cc4ccccc4C)c3)no2)c1 the results were FN deposition inh 0, esBAF inh -3, C2C12 statin 13 and LGR2 antag 1.
For Cc1ccc(OCC(=O)NCCc2nc3ccccc3[nH]2)c(C)c1 the results were FN deposition inh -1, LGR2 antag -5, S100A4 inh HTS -5, SIRT5 inh -1 and CASP6 VEID inh -2.
Screening Cc1cccc(OCCCC(=O)NNC(=O)c2ccccn2)c1 returned FN deposition inh 8, esBAF inh -4, C2C12 statin 32, LGR2 antag 16, S100A4 inh HTS 1, SIRT5 inh -18 and CASP6 VEID inh 2.
COCCn1c(C)cc(/C=C2/NC(=O)N(c3ccc(Cl)cc3)C2=O)c1C was read as FN deposition inh 2, LGR2 antag 15, S100A4 inh HTS 0, SIRT5 inh 1 and CASP6 VEID inh -2.

Sorted by number of heavy atoms (low to high): part of the list above
Screening Cc1cccc(OCCCC(=O)NNC(=O)c2ccccn2)c1 returned FN deposition inh 8, esBAF inh -4, C2C12 statin 32, LGR2 antag 16, S100A4 inh HTS 1, SIRT5 inh -18 and CASP6 VEID inh 2.
For Cc1[nH]nc2c1C(c1cccc(C(F)(F)F)c1)N(Cc1ccccc1)C2=O (stereo not given) the results were FN deposition inh 4, LGR2 antag -9, S100A4 inh HTS -3, SIRT5 inh 3 and CASP6 VEID inh -2.
For COc1cccc(-c2cc(C(=O)Nc3cnn(Cc4ccccc4C)c3)no2)c1 the results were FN deposition inh 0, esBAF inh -3, C2C12 statin 13 and LGR2 antag 1.
Screening Cc1cccc(C)c1NC(=O)C(c1ccccc1OC(F)(F)F)N1CCN(C/C=C/c2ccccc2)CC1 (stereo not given) returned FN deposition inh -13, esBAF inh 9, C2C12 statin 6, LGR2 antag 18, S100A4 inh HTS -1, SIRT5 inh -2 and CASP6 VEID inh -1.

Following part
Screening CNC[C@H]1OCCCC[C@@H](C)Oc2ccc(NS(=O)(=O)c3ccc(Cl)cc3)cc2C(=O)N([C@H](C)CO)C[C@H]1C returned esBAF inh -6, C2C12 statin 18, LGR2 antag 16, S100A4 inh HTS -20, SIRT5 inh -5 and CASP6 VEID inh 0.
CC(Cc1ccccc1)NC(=O)C1CCCNC1=O (stereo not given) was read as esBAF inh -1, C2C12 statin 2, LGR2 antag 4, S100A4 inh HTS 2, SIRT5 inh 0 and CASP6 VEID inh 0.
Screening CCCCC(O)C1=C[N+](=O)CC=C1 (stereo not given) returned FN deposition inh 1, LGR2 antag -2, S100A4 inh HTS -15 and CASP6 VEID inh 0.
`Cc1cc(C)n2nc(CNS(=O)(=O)c3c(F)c(F)c(F)c(F)c3F)nc2n1` gave FN deposition inh 5, esBAF inh -2, C2C12 statin 20, LGR2 antag -29, S100A4 inh HTS -12, SIRT5 inh -3 and CASP6 VEID inh 11.
Cn1ccc2c(N3c4ccccc4CCc4ccccc43)cc3c(c21)C1CCC3C1 (stereo not given) was read as esBAF inh 4, C2C12 statin -3, LGR2 antag 21, S100A4 inh HTS -2, SIRT5 inh -4 and CASP6 VEID inh 9.
CN(C)CC1(C)Cc2ccsc2C1O (stereo not given) was read as esBAF inh 1, C2C12 statin -4, LGR2 antag 1, S100A4 inh HTS 1 and CASP6 VEID inh 3.
Cc1ccc(CNC(=O)C2CCN(S(=O)(=O)c3c(C)noc3/C=C/c3ccco3)CC2)cc1 was read as FN deposition inh -7, esBAF inh -3, C2C12 statin -10, LGR2 antag 12, S100A4 inh HTS -6, SIRT5 inh 1 and CASP6 VEID inh 2.
For COc1ccccc1/C=N\Nc1cn[nH]c(=O)c1Cl the results were FN deposition inh 2, LGR2 antag -10, S100A4 inh HTS 22, SIRT5 inh -1 and CASP6 VEID inh 2.
For COC(=O)c1ccccc1NC(=O)Nc1cccs1 the results were esBAF inh -7, C2C12 statin 7, LGR2 antag 4, S100A4 inh HTS -2, SIRT5 inh 0 and CASP6 VEID inh 5.
Screening COc1ccc(NC(=O)NCCCN2CCCC2=O)c(OC)c1 returned FN deposition inh 2, esBAF inh 4 and C2C12 statin 5.
For CN1CCN(c2ccc(NC(=O)c3cc(Cl)c4c(c3)OCCO4)cc2)CC1 the results were FN deposition inh 7, esBAF inh 25, C2C12 statin 1, LGR2 antag -12, S100A4 inh HTS -2, SIRT5 inh 4 and CASP6 VEID inh -20.
`CCC1CCCCN1CCCNC(=O)CSc1nc2nc(C)c(Cc3ccc(C)cc3)c(C)n2n1` (stereo not given) gave FN deposition inh -2, esBAF inh 3, C2C12 statin 12, LGR2 antag 10, S100A4 inh HTS -10 and SIRT5 inh 6.
`COc1ccc(CNS(=O)(=O)NCc2ccc(C)cc2)cc1OC` gave esBAF inh -1, C2C12 statin -5, LGR2 antag -7, S100A4 inh HTS -2, SIRT5 inh 1 and CASP6 VEID inh 2.
`CCCCNC(=O)N1CCN(c2ccnc3cc(Cl)ccc23)CC1` gave esBAF inh -9, C2C12 statin -2, S100A4 inh HTS -1, SIRT5 inh -2 and CASP6 VEID inh 4.
CCCCc1nnc(NC(=O)CCS(=O)(=O)c2ccc(Cl)cc2)s1 was read as FN deposition inh 5, esBAF inh 0, C2C12 statin 16, LGR2 antag 9, S100A4 inh HTS 2, SIRT5 inh -5 and CASP6 VEID inh -4.
`COCCC(=O)N1CCC(Oc2ccc(C(=O)N(C)C(C)c3ccon3)cc2)CC1` (stereo not given) gave FN deposition inh 1, esBAF inh 7, C2C12 statin -8, LGR2 antag -7, S100A4 inh HTS -2, SIRT5 inh -7 and CASP6 VEID inh 1.
`CCOC(=O)c1ccc(NC(=O)Nn2cnnc2)cc1` gave FN deposition inh 7, esBAF inh 10, C2C12 statin -3, LGR2 antag 8, S100A4 inh HTS -3, SIRT5 inh -4 and CASP6 VEID inh 0.
For Cc1sc2ncnc(N3CCC(C(=O)Nc4ccc(C#N)cc4)CC3)c2c1C the results were FN deposition inh -10, LGR2 antag 8, S100A4 inh HTS -13, SIRT5 inh -5 and CASP6 VEID inh 5.

High-throughput results deposited in PubChem by Broad Institute.
